JMJD2A Tudor: JMJD2A Tudor domain (human) inhibition | Potency, µM (highest dose often 114 µM), without a hit: at the highest dose activity change, negative = inhibition, actives largely listed as inhibitors | AlphaScreen JMJD2A-Tudor / H3K4me3 peptide binding | actives 4.4% (n = 390,000); note: potency is the fitted concentration of half-maximal effect; % is set by controls: 0 for no effect and ±100 for the full control effect; nearly all actives have a fitted effect of over 50% in size
ERG-DNA inh: ERG Ets/DNA interaction inhibition | P11308 | fluorescence polarization, His-ERG Ets domain / labelled DNA | Potency, µM (doses to about 76.9 µM), for the others: at the highest dose FP activity, negative = inhibition, usual class: inhibitors | actives 0.028% (n = 370,000) | AID 624246; active = well fitted inhibition curve with a large enough effect in the polarisation, with a control signal flat; inconclusive = small, poorly fitted or top-dose-only effect, or effect the other way, or a change in a side signal; inactive = no such curve, though single readings can be large or run the other way; the % refers to the polarisation;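 note: polarization taken with two DNA probes labelled with fluorescein and Texas red; potency is the fitted concentration of half-maximal effect; % of control where 0% means no effect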
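His-tagged ERG Ets domain (1 uM in the protein solution; 300mM KCl, 50mM Tris-HCl, 1mM EDTA, 1mM DTT, pH 7.5) received compound, then a probe mix of 5 nM fluorescein-DNA and 100nM Texas-615-DNA. Fluorescence polarization was read for both dyes.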
Pin1 inh: blocks the human prolyl isomerase Pin1. Potency, µM (highest dose often 115 µM), inactives show at the top dose activity, negative = inhibition, actives largely listed as inhibitors. actives 0.009% (n = 390,000). Pin1 FP peptide displacement, HiFluor488, 10 min. AID 504891. Q13526; active = well fitted inhibition curve with a large enough effect in the polarisation, with a control signal flat, not every such curve was filed as active; inconclusive = small, poorly fitted or top-dose-only effect, or effect the other way, or a change in a side signal; inactive = no such curve, though single readings can be large or run the other way; the % refers to the polarisation; note: potency is the fitted concentration of half-maximal effect; % is set by controls: 0 for no effect and ±100 for the full control effect
Target sequence (Q13526 whole entry, looked up): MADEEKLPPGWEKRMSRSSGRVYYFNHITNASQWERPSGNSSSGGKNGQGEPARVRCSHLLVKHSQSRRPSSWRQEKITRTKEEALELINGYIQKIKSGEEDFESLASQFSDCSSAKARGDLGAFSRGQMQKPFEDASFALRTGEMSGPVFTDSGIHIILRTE
BAZ2B block: BAZ2B (human) inhibition. AlphaScreen BAZ2B-H3K14Ac peptide displacement. Potency, µM (series often up to 114 µM), inactives show at the highest dose activity change, negative = inhibition, usual class: inhibitors. actives 4.4% (n = 360,000). AID 504333; note: potency is the fitted concentration of half-maximal effect; % is set by controls: 0 for no effect and ±100 for the full control effect; nearly all actives have a fitted effect of over 60% in size
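In this displacement format the biotinylated H3(5-23) peptide acetylated at Lys14 serves as ligand at 50 nM, with BAZ2B at 50 nM in PBS pH 7.4 containing 0.01% Tween-20. Donor and acceptor beads are 10 ug/mL final.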
G9a inh: blocks human histone lysine methyltransferase G9a; Q96KQ7; G9a H3K9 monomethylation, AlphaScreen, 2 h; Potency, µM (doses to about 102 µM), without a hit: at the highest dose activity, negative = inhibition, usual class: inhibitors; actives 8.8% (n = 350,000); note: potency is the fitted concentration of half-maximal effect; % is set by controls: 0 for no effect and ±100 for the full control effect; nearly all actives have a fitted effect of over 75% in size
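Quantitative HTS format: methyltransferase activity on a biotin-tagged H3K9 peptide is measured by AlphaScreen, using a rabbit anti-monomethyl-H3K9 antibody with streptavidin donor and anti-IgG acceptor beads. Final levels are 20 nM enzyme, 500 nM peptide, 20 uM SAM; 2 h RT.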
PGK inhibitor: inhibitors of T. brucei phosphoglycerate kinase | PGK/GAPDH coupled, Kinase-Glo luminescence, 60 min | AID 602233 | Potency, µM (highest dose often 57.5 µM), inactives show at the top dose activity change, negative = inhibition, actives largely listed as inhibitors | actives 0.043% (n = 380,000); note: potency is the fitted concentration of half-maximal effect; % is set by controls: 0 for no effect and ±100 for the full control effect; nearly all actives have a fitted effect of over 60% in size
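Luminescent ATP detection (Kinase-Glo Plus) follows a 60-minute room-temperature incubation, with wells lacking PGK as controls. Buffer: 100 mM TEA (pH 7.6), 5 mM MgCl2, 0.01% Tween-20. Coupling enzyme GAPDH (100 nM final) supplies unstable 1,3-BPG in-well.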
HP1b binding inh: HP1-beta chromodomain-methylated histone interaction inhibition. P83916. AID 540317. actives 0.56% (n = 390,000). Potency, µM (series often up to 114 µM), for inactives: at the top dose activity change, negative = inhibition, most hits filed as inhibitors. AlphaScreen HP1-beta / biotin-H3K9me3 peptide binding; note: potency is the fitted concentration of half-maximal effect; nearly all actives have a fitted effect of over 70% in size; inactives centre near 23
Target sequence (P83916 whole entry, looked up): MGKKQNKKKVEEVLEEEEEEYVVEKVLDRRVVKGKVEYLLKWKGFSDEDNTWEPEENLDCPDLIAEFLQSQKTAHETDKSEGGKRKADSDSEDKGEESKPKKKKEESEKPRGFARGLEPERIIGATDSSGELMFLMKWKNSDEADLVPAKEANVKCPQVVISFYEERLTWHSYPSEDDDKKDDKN
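HP1-beta protein (50 nM final) preincubated 30 min at room temperature with biotinylated H3(1-18)K9me3 peptide (50 nM) in PBS pH 7.4, 0.01% Tween-20, then compound added for 30 min. AlphaScreen streptavidin donor/nickel chelate acceptor beads (10 ug/mL final), 30 min dark, luminescence read.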
GLS inh: inhibitors of human glutaminase (GLS) | O94925 | GLS enzymatic activity, qHTS titration | Potency, µM (series often up to 45.5 µM), for inactives: at the highest dose activity change, negative = inhibition, actives largely listed as inhibitors | actives 0.21% (n = 410,000); note: potency is the fitted concentration of half-maximal effect; % is set by controls: 0 for no effect and ±100 for the full control effect
Target sequence (O94925 whole entry, looked up): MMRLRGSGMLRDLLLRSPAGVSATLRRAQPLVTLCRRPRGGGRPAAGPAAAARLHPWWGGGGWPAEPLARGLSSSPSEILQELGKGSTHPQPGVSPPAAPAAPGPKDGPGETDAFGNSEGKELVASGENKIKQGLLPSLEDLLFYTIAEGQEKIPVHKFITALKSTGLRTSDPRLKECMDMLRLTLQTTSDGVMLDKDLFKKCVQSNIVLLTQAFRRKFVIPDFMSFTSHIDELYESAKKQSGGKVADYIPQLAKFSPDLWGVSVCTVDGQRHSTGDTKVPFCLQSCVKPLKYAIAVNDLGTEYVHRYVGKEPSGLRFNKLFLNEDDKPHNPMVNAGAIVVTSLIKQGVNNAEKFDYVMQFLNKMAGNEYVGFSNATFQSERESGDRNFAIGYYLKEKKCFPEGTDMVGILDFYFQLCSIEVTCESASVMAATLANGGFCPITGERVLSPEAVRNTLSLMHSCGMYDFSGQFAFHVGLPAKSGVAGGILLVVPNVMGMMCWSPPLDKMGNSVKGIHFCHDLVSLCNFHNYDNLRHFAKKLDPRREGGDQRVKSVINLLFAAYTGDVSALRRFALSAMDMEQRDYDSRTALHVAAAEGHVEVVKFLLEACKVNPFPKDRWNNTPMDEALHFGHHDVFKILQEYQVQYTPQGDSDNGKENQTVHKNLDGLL
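Glutamate formation by hKGA was monitored fluorometrically using coupled glutamate oxidase, HRP and Amplex Red. Substrate was added as 1 mM L-glutamine solution; incubation was 30 min at RT after an initial read.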
PI4K2A inh: blocks human PI4K2A kinase activity; activity change, negative = inhibition, % at 76.9 µM; AID 1346378; actives 0.13% (n = 420,000); purified PI4K2A, ADP-Glo luminescence, 1 h; hits give low values; Q9BTU6; in the data active = activity change below about -50%; inconclusive = mostly about -30% to -49%;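 note: -100% = wells without enzyme as full effect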
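ADP-Glo luminescence measured ADP generated by PI4K2A enzyme (4 ug/mL before mixing) with 1.2 mM PI substrate (pre-mix) and 300 microM ATP (pre-mix). Tris pH7.5 buffer with MgCl2, Triton X-100; 1 h reaction at ambient temperature.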
* hit, by the source's call; i = inactive; ? = inconclusive; . = not tested or not shown; & = joins results of further samples; [ ] = remark or other dose. Unless noted, calls come from the whole dose curve; as a rule, active = well fitted curve in the direction sought with a large enough effect; inconclusive = small, poorly fitted or top-dose-only effect, or another doubt; inactive = no such curve, though single readings can be large; an effect the other way counts as inactive or inconclusive.

The first 5 compounds, to show the layout:
SMILES	JMJD2A Tudor	ERG-DNA inh	Pin1 inh	BAZ2B block	G9a inh	PGK inhibitor	HP1b binding inh	GLS inh	PI4K2A inh
Cn1cc(S(=O)(=O)N2CCOCC2)cc1C(=O)Nc1cccc(C#N)c1	-8%	-1%	-9%	-1%	12%[59 µM]	-6%	25%[57 µM]	15%	0
Cc1cc2n(n1)SC(Nc1cccc3ccccc13)N2 (centres undefined)	50µM*	-1%	0%	-2%	0.63µM*	-8%	-6%	-1%	-2
COc1cc(NC(=O)c2ccco2)c(OC)cc1NC(=O)CCC(=O)Nc1cc(C)cc(C)c1	-29%	-2%	?	1%	-41%[59 µM]	11%	10%	1%	-3
Cn1c(=O)c2c(nc(N3CCCCCC3)n2CCSc2nc3ccccc3o2)n(C)c1=O	-20%	3%	-3%	-30%	?	2%	34%	-3%	-5
COC(=O)c1c(NC(C)=O)csc1C	3%	1%	4%	-4%	.	i	17%	4%	0

Main list, previewed entries included:
SMILES	JMJD2A Tudor	ERG-DNA inh	Pin1 inh	BAZ2B block	G9a inh	PGK inhibitor	HP1b binding inh	GLS inh	PI4K2A inh
Cn1cc(S(=O)(=O)N2CCOCC2)cc1C(=O)Nc1cccc(C#N)c1	-8%	-1%	-9%	-1%	12%[59 µM]	-6%	25%[57 µM]	15%	0
Cc1cc2n(n1)SC(Nc1cccc3ccccc13)N2 (centres undefined)	50µM*	-1%	0%	-2%	0.63µM*	-8%	-6%	-1%	-2
COc1cc(NC(=O)c2ccco2)c(OC)cc1NC(=O)CCC(=O)Nc1cc(C)cc(C)c1	-29%	-2%	?	1%	-41%[59 µM]	11%	10%	1%	-3
Cn1c(=O)c2c(nc(N3CCCCCC3)n2CCSc2nc3ccccc3o2)n(C)c1=O	-20%	3%	-3%	-30%	?	2%	34%	-3%	-5
COC(=O)c1c(NC(C)=O)csc1C	3%	1%	4%	-4%	.	i	17%	4%	0
CCOC(=O)c1c(NC(C)=O)sc2c1CCN(Cc1ccccc1)C2	-25%	-13%	0%	-3%	.	i	23%	6%	-4
CC1CCN(S(=O)(=O)c2ccc(S(=O)(=O)NCc3ccco3)cc2)CC1	-9%	.	-9%	-1%	7%[59 µM]	.	20%	10%	-4
CCS(=O)(=O)N1CCN(c2cccc(C)c2C)CC1	-20%	4%	2%	23%	47%[activator]	i	18%	-6%	5
COc1ccccc1NC(=O)COC(=O)c1ccccc1OCC(=O)Nc1ccc(SC(F)F)cc1	-1%	6%	5%	0%	-5%	-2%	48%	6%	-3
CN(C)S(=O)(=O)N1CCN(CC(=O)Nc2cc(Cl)ccc2Cl)CC1	-6%	7%	0%	-5%	-9%	.	37%[activator]	-3%	0
CC1CN(CCS(=O)(=O)c2cc(Cl)ccc2Cl)CC(C)O1 (centres undefined)	1%	-9%	-8%	2%	-12%	2%	18%	0%	9
O=C(CCCCCn1c(=S)[nH]c2ccc(N3CCOCC3)cc2c1=O)NCCc1ccccc1	-8%	11%	-4%	-3%	23%[59 µM]	-6%	54%[activator]	1%	-1
Cc1c2cnn(-c3ccccc3)c(=O)c2c(C)n1C(C)C(=O)Nc1ccccc1C(F)(F)F (centres undefined)	-20%	7%	1%	-31%	-19%[59 µM]	-2%	24%	-9%	9
Cc1ccc(Nc2c(O)nc[nH]c2=O)cc1	-15%	4%	3%	.	.	-6%	-7%	4%	-1
O=S(=O)(NC12CC3CC(CC(C3)C1)C2)c1ccc(F)cc1	3%	1%	-7%	12%	30%[59 µM]	i	23%	-3%	-7
FC(F)(F)c1ccc(-c2noc(-c3ccccc3Br)n2)cc1	3%	5%	-5%	10%	12%[59 µM]	i	58%[activator]	-4%	-2
CC1=NN(c2nc(-c3ccc(F)cc3)cs2)C(=O)C1	-10%	-5%	-1%	2%	21%	-1%	8%	0%	-6
Cc1ccc(C(=O)Nc2ccc3ncccc3c2)cc1	-13%	-3%	-8%	4%	19%	-4%	52%[activator]	1%	-4
COc1cccc(C2C(C(=O)c3cc4ccccc4o3)=C(O)C(=O)N2c2cc(C)on2)c1 (centres undefined)	-24%	7%	-1%	-2%	45µM*	6%	2%[57 µM]	9%	4
CC1CCCCN1C(=O)CSc1nnc(-c2ccco2)n1CC1CCCO1 (centres undefined)	0%	-2%	1%	2%	14µM*	1%	32%	0%	-1
COCCn1c(N)c(N(Cc2ccccc2)C(=O)C2CCCCC2)c(=O)[nH]c1=O	-5%	4%	-1%	3%	28%	i	74%[activator]	-6%	2
CCCOc1ccc(CCc2n[nH]c(=S)n2-c2ccccc2)cc1	-24%	-4%	-5%	-33%	5.6µM*	-6%	24%	10%	7
Cc1ccnc(NS(=O)(=O)c2ccc(NC(=O)c3ccc(S(=O)(=O)N4CC(C)OC(C)C4)cc3)cc2)n1 (centres undefined)	-22%	-2%	-4%	?	-5%[59 µM]	-6%	15%	-1%	3
CCOC(=O)C1CCCN(C(=O)c2cc(S(=O)(=O)N3CCCCC3)c[nH]2)C1 (centres undefined)	-17%	-1%	-7%	-37%	18%	-3%	26%	-12%	-2
Cc1ccc(CSc2nnc([C@@H]3CCCN3)o2)cc1	20%	-3%	-2%	-37%	.	-2%	27%	.	2
Clc1ccc(CSc2ncn(-c3ccccc3)n2)cc1	161%[activator]	5%	-1%	.	-18%[59 µM]	-6%	159%[activator]	17%	-7
Cn1c2ccccc2c(=O)c2c(=O)n(C3CCCCC3)c(-c3cccs3)nc21	-17%	6%	-16%	2%	19%[59 µM]	i	27%	-5%	1
CCN(CC)c1ccc2c(cc1=O)[C@@H](NC)CCc1cc(OC)c(OC)c(OC)c1-2	-33%	-3%	6%	-9%	-9%	-1%	-2%	2%	1
c1ccc(CSc2nnc([C@@H]3CCCN3)o2)cc1	?	2%	1%	50µM*	.	-7%	70%[activator]	.	3
N#CC1=C(SCC(=O)Nc2nccs2)NC(=O)CC1c1ccccc1 (centres undefined)	-8%	0%	1%	-19%	?	-7%	35%[activator]	90%[activator]	11
COc1ccc(/C=N/NC(=O)CCc2c(C)n[nH]c2C)cc1O	4%	9%	-1%	?	1%	-5%	22%	.	2
Cc1ccn2c(=O)nc(SCC(=O)Nc3cc(C)on3)nc2c1	-16%	3%	-2%	-7%	?	-14%	16%	-2%	-5
CC(C)(C)c1cccc(OCCCSc2ncccn2)c1	110%[activator]	-4%	3%	120%[activator]	40%[59 µM]	-9%	230%	-8%	2
C[C@H](NC(=O)c1nc[nH]c1C(=O)N[C@@H](Cc1ccccc1)C(=O)OCc1ccccc1)C(=O)OCc1ccccc1	-26%	4%	9%	-1%	.	-3%	45%[activator]	-17%	0
COc1nc(C)cc(C)c1S(=O)(=O)c1ccccc1C	1%	-5%	0%	1%	23%[0.501 µM]	9%	20%	-11%	-4
CCOC(=O)C1=C(C)NC(C)=C(C(=O)OC)C1c1cccc([N+](=O)[O-])c1 (centres undefined)	?	-13%	-2%	?	18%&18%&2%[59 µM]	1%	-3%	17%&15%	6&3&4

Some of the entries so far, bar-delimited.
SMILES | JMJD2A Tudor | ERG-DNA inh | Pin1 inh | BAZ2B block | G9a inh | PGK inhibitor | HP1b binding inh | GLS inh | PI4K2A inh
CN(C)S(=O)(=O)N1CCN(CC(=O)Nc2cc(Cl)ccc2Cl)CC1 | -6% | 7% | 0% | -5% | -9% | . | 37%[activator] | -3% | 0
CC1CN(CCS(=O)(=O)c2cc(Cl)ccc2Cl)CC(C)O1 (centres undefined) | 1% | -9% | -8% | 2% | -12% | 2% | 18% | 0% | 9
O=C(CCCCCn1c(=S)[nH]c2ccc(N3CCOCC3)cc2c1=O)NCCc1ccccc1 | -8% | 11% | -4% | -3% | 23%[59 µM] | -6% | 54%[activator] | 1% | -1
Cc1c2cnn(-c3ccccc3)c(=O)c2c(C)n1C(C)C(=O)Nc1ccccc1C(F)(F)F (centres undefined) | -20% | 7% | 1% | -31% | -19%[59 µM] | -2% | 24% | -9% | 9

(next part)
SMILES	JMJD2A Tudor	ERG-DNA inh	Pin1 inh	BAZ2B block	G9a inh	PGK inhibitor	HP1b binding inh	GLS inh	PI4K2A inh
COc1ccccc1CNc1nccn(-c2ccc(F)cc2)c1=O	-23%	0%	-2%	-18%	?	-5%	21%	4%	-4
O=C(Cn1cnc2c(NCc3ccccc3)ncnc21)NCc1ccccc1	-27%	4%	-3%	.	.	-6%	14%	1%	3
CC(C)c1ccc(C2NC(=O)CCC2[N+](=O)[O-])cc1 (centres undefined)	-14%	5%	-5%	-3%	.	.	39%[activator]	-5%	-3
Cc1cc(C)cc(C(=O)OCC(=O)NC(=O)NC2CCCC2)c1	-6%	-3%	2%	-4%	9%[12.7 µM]	i	31%	2%	-2
COc1cccc(/C=N/NC(=O)C(=O)NCc2cccnc2)c1	-7%	.	1%	1%[57.1 µM]	5%	6%	25%	-5%	-1
Cc1ccc(OCCn2c(COc3ccc(Cl)cc3)nc3ccccc32)cc1	-2%	?	-3%	0%	7%[59 µM]	-9%	40%[activator]	1%	-1
CSc1ccc(CN2C(=O)NC3(CCCCC3)C2=O)cc1	-17%	10%	-6%	-20%	-18%	-4%	2%	0%	1
Cc1ccc(NC(=O)c2cc(S(=O)(=O)N3CCOCC3)c(Br)s2)cc1	-25%	7%	1%	-22%	-9%[59 µM]	-6%	13%	18%	3
CCOC(=O)CSc1nc2c(c(=O)[nH]c(=O)n2C)n1CCc1ccccc1	-8%	-4%	12%	3%	-1%	-2%	19%	0%	5
